PfHsp90 set2: growth inhibition of PfHsp90-expressing yeast, primary screen, antimalarial PfHsp90 inhibitor project, S. cerevisiae, BacTiter-Glo luminescence, single point, set 2; BacTiter-Glo ATP, 48 h; yeast lacking PDR1 and PDR3 efflux regulators; inhibition, % at 9.4 µM; 310,000 compounds, 0.32% hits; AID 504621, 2011;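 active means every replicate shows inhibition above about 80%, whatever the replicate mean, limit read from the data; inconclusive means mean inhibition reaches the set limit but some replicate falls short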;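 further: 0% = DMSO neutral controls and 100% = 20 µM radicicol positive controls; yeast relying on Plasmodium falciparum Hsp90 in place of its own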
NSD2 inh: NSD2 histone methyltransferase inhibitors, primary screen, biochemical, AlphaScreen, single concentration, set 2; Histone-lysine N-methyltransferase NSD2 (Homo sapiens), O96028; NSD2 peptide methylation, 120 min; inhibition, % at 12.5 µM; AID 743445, 2014; 310,000 compounds, 0.54% hits; in the data active means inhibition above about 50%
CAL PDZ FP-1: CAL PDZ peptide-binding inhibitors, primary screen, biochemical, fluorescence polarization, Cer-tagged CAL PDZ, HTS; Golgi-associated PDZ and coiled-coil motif-containing protein (Homo sapiens), Q9HD26; purified CAL PDZ, TMR-peptide fluorescence polarization, 1 h; inhibition, % at 20 µM; 330,000 compounds, 0.02% hits; AID 504414, 2011;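 active means highest replicate inhibition of at least 40%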;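 further: plate controls were DMSO neutral control wells for no effect and unlabeled competitor peptide control wells for full effect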
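Test system: tagged CAL PDZ domain / Buffer or medium: sodium phosphate/NaCl buffer pH 7.4 with TCEP, IgG, Thesit / Reagent: TMR-labelled reporter peptide T*-PRC34 bound in PDZ groove / Compound dosing: single point, 20 µM / Schedule: 1 h incubation at room temperature before polarization reading / Technique: fluorescence polarization (mP) / Benchmarks: unlabelled peptide, DMSO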
Rtt109 HAT inh: inhibitors of C. albicans Rtt109/Vps75 HAT, primary screen, biochemical, ThioGlo CoA-SH fluorescence, plate reader. purified Rtt109/Vps75, 4 h. Histone acetyltransferase RTT109 (Candida albicans (strain SC5314 / ATCC MYA-2876)), …. inhibition, % at 34.9 µM. 330,000 compounds, 0.16% hits;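 active means inhibition of at least 50% in every replicate; inconclusive means best replicate reaches 50% inhibition but some replicates fall short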
Target sequence (Q5AAJ8 whole entry, looked up): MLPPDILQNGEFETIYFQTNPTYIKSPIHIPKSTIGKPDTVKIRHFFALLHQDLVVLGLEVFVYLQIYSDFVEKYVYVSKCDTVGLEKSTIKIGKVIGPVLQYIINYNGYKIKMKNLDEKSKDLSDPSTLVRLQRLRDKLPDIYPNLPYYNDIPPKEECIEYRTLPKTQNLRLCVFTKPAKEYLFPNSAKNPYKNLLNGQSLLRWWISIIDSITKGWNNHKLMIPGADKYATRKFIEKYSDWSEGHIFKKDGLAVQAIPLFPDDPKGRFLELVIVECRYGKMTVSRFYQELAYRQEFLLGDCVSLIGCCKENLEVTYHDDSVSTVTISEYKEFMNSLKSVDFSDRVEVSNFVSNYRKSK
CAL PDZ FP-2: untagged CAL PDZ binding inhibitors, primary screen, biochemical, fluorescence polarization, HTS; AID 602252, 2012; inhibition, % at 24.9 µM; 300,000 compounds, 0.92% hits; purified CAL PDZ, TMR-peptide fluorescence polarization, 1 h; Golgi-associated PDZ and coiled-coil motif-containing protein (Homo sapiens), Q9HD26;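 active means mean inhibition of at least 30% with at least half of replicates also reaching 30%; inconclusive means no clear call, values can overlap the other calls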;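 further: 0% = DMSO neutral control and 100% = excess unlabeled competitor peptide PRC23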
PvdQ acylase: P. aeruginosa PvdQ acylase inhibitors, primary screen, biochemical, fluorescence, plate reader and imaging, single point; purified PvdQ acylase; PvdQ acylase [Pseudomonas aeruginosa LESB58]; 340,000 compounds, 0.063% hits; inhibition, % at 10 µM; in the data active means inhibition above about 30%, passing the limit was not always enough; inconclusive means no clear call, values can overlap the other calls;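 further: 0% = vehicle neutral wells and 100% = reference inhibitor wells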
SR-BI DiI-HDL act: activators of SR-BI mediated DiI-HDL uptake, primary screen, ldlA[mSR-BI] CHO cells, DiI fluorescence. AID 504775, 2011. 320,000 compounds, 0.096% hits. 3 h; 100 = double the neutral-control signal. activation, % at 12.5 µM;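 active means mean replicate activation of at least 60% and every replicate at or above 60%; inconclusive means mean or all-replicate condition met, but not both; inactive means mean below 60% and not all replicates reaching 60%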;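 further: 0% = median plate neutral-control signal and 100% = twice that signal; values of inactives mirror those of a sister screen read the other way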
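Material: SR-BI-overexpressing, LDLR-lacking CHO cells; schedule: compound exposure 3 h, 37 °C; reagent: DiI-labelled HDL at 10 µg/mL final; technique: bottom-read fluorescence, 550/595 nm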
MITF TRPM1 HTS: activators of MITF-driven TRPM1 promoter reporter, primary screen, cell-based, SK-MEL-5, luciferase, single point. SK-MEL-5 TRPM1-promoter luciferase, 24 h; % of positive control, neutral wells = 0. activation, % at 12.5 µM. 300,000 compounds, 0.75% hits. AID 588334, 2011;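 active means mean activation of at least 80% with every replicate also reaching 80%; inconclusive means mean reaches 80% but some replicate falls short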;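 further: 0% = neutral control wells and 100% = parthenolide positive control wells; values of inactives mirror those of a sister screen read the other way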
dFosB act: activators of delta FosB homodimer, primary screen, biochemical, fluorescence polarization, TAMRA-CDK5 oligo, single point; Protein FosB (Mus musculus), P13346; purified delta FosB; percent of positive-control signal above neutral wells; activation, % at 25 µM; 340,000 compounds, 0.99% hits;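 active means mean activation above about 17%, with every replicate also reaching it, limit read from the data, passing the limit was not always enough; inconclusive means only one of the two conditions met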;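 further: fluorescence polarization rise as delta FosB binds a TAMRA Cdk5 AP-1 oligo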
SR-BI HDL uptake: inhibitors of SR-BI mediated HDL lipid uptake, primary screen, ldlA[mSR-BI] cells, fluorescence, single point; Scavenger receptor class B member 1 (Mus musculus), Q61009; ldlA[mSR-BI] CHO cells, DiI-HDL uptake fluorescence, 3 h; inhibition, % at 12.5 µM; 320,000 compounds, 0.96% hits;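 active means mean replicate inhibition of at least 70% and a set share of replicates each scoring 70 or more; inconclusive means meets just one of the two criteria; inactive means fails both criteria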;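 further: 0% = median of neutral control wells and 100% = median of positive control wells; values of inactives mirror those of a sister screen read the other way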
Target sequence (Q61009 whole entry, looked up): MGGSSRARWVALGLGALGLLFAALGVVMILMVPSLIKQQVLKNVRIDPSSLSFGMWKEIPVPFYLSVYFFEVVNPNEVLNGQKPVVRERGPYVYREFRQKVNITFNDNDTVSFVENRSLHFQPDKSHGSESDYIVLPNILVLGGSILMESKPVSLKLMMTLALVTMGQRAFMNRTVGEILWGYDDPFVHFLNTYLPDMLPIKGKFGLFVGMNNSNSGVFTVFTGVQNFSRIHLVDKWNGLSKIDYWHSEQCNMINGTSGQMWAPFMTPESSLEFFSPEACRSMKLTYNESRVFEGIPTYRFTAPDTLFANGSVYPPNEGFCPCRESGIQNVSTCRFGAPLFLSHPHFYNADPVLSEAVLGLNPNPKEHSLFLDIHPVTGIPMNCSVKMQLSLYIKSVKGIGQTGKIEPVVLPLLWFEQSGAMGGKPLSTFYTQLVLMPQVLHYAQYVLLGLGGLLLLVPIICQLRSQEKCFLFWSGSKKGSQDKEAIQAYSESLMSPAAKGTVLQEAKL
* = called active by the depositor; i = inactive; ? = inconclusive; / = no result given.

Short forms – A = PfHsp90 set2; B = NSD2 inh; C = CAL PDZ FP-1; D = Rtt109 HAT inh; E = CAL PDZ FP-2; F = PvdQ acylase; G = SR-BI DiI-HDL act; H = MITF TRPM1 HTS; I = dFosB act; J = SR-BI HDL uptake
CC1(C)S[C@@H]2[C@H](NC(=O)C(NC(=O)N3CCNC3=O)c3ccccc3)C(=O)N2[C@H]1C(=O)O (stereo partly specified)
  A: 12	B: -1	C: 0.1	D: -5	E: -2	F: -3	G: 27	H: -1	I: -5	J: -27

c1ccc(Nc2nc(NCC3CCCO3)c3ccccc3n2)cc1 (stereo unspecified)
  A: 21	B: -10	C: -11	D: 9	E: 1	F: -11	G: -4	H: -17	I: -9	J: 4

O=C(Cn1c(=O)c(=O)n(Cc2ccccc2)c2ccc(Cl)cc21)Nc1ccc(F)cc1F
  A: -16	B: /	C: -2.6	D: 14	E: -6	F: 0	G: 13	H: -4	I: -3	J: -13

CCOC(=O)/C(C(N)=NCCCO)=C(/O)c1ccccc1
  A: /	B: -1	C: 0.2	D: 5	E: -3	F: 5	G: 14	H: 4	I: -3	J: -14

Oc1c(Br)cc(Br)c2cccnc12
  A: 107*	B: /	C: -1.1	D: -9	E: 0	F: -10	G: 3	H: -18	I: -4	J: -3

CC1(C)OC(=O)C(=CNc2ccc(F)cc2)C(=O)O1
  A: 17	B: -3	C: -0.7	D: 1	E: -6	F: 23	G: 11	H: /	I: 2	J: -11

CCc1nc2ccc(C(=O)N3CCN(c4cccc(OC)c4)CC3)cc2nc1CC
  A: -14	B: 10	C: -1.4	D: -2	E: 0	F: -9	G: -16	H: -3	I: -5	J: 16

COc1ccc(CN2CN(C3CCCC3)CSC2=S)cc1
  A: 5	B: -3	C: 35	D: 7	E: -7	F: 24	G: 9	H: -6	I: -8	J: -9

CN1CCN(c2ccc(C(F)(F)F)cc2NC(=O)Nc2ccccc2)CC1
  A: -12	B: -6	C: -0.9	D: 16	E: 0	F: -12	G: 13	H: -6	I: -15	J: -13

Nc1nc2cc(Br)ccc2o1
  A: -4	B: -1	C: -0.4	D: 4	E: 6	F: -12	G: 4	H: 7	I: 4	J: -4

COc1ccc(-c2ccc(-c3noc(-c4cccs4)n3)c(OC)n2)cc1
  A: -7	B: -7	C: -1.8	D: -4	E: -1	F: -23	G: -17	H: 14	I: -8	J: 17

Cc1nccn1CC(=O)N/N=C/c1ccccc1O
  A: -9	B: -2	C: -2.7	D: 5	E: -1	F: 9	G: /	H: -7	I: -8	J: /

COc1cc(/C=C(/C#N)C(=O)NCCCc2ccccc2)ccc1OCC(=O)O
  A: 3	B: 2	C: -1.0	D: -2	E: 23	F: -3	G: -5	H: /	I: -5	J: 5

Cc1cc(C)nc(SCC(=O)Nc2ccc(N3CCOCC3)c(Cl)c2)n1
  A: -11	B: 2	C: -0.7	D: -1	E: -1	F: -5	G: 19	H: -10	I: -6	J: -19

CCOC(=O)N1CCN(C(=O)COc2ccc(S(=O)(=O)Nc3ccc(OCC)cc3)cc2)CC1
  A: -5	B: -3	C: -2.2	D: 21	E: -3	F: 2	G: -33	H: -10	I: -2	J: 33

Cc1ccc(C(=O)Oc2cc(-c3ccccc3)no2)cc1
  A: 52	B: -1	C: -0.3	D: -3	E: /	F: -11	G: 29	H: /	I: 0	J: -29

CC(=O)Nc1cc(-c2ccc(Cl)cc2)[nH]n1
  A: -21	B: -2	C: -2.3	D: -7	E: -3	F: -9	G: 5	H: 25	I: -5	J: -5

CCOC(=O)c1c(/N=C/N(C)C)sc(C=O)c1-c1ccccc1
  A: -11	B: -3	C: -1.1	D: /	E: -1	F: -14	G: -14	H: 8	I: 1	J: 14

CC1=C(C(=O)N2CCOCC2)C(c2ccccc2F)C2=C(CC(C)(C)CC2=O)N1 (stereo unspecified)
  A: /	B: 0	C: -0.1	D: -142	E: /	F: -14	G: 26	H: 5	I: 0	J: -26

O=C1CC(c2cccs2)c2cc3c(cc2N1)OCCO3 (stereo unspecified)
  A: 7	B: /	C: -0.7	D: 10	E: -2	F: -10	G: 4	H: -9	I: 0	J: -4

Cc1cc2nc(C(F)(F)F)[nH]c(=O)n2n1
  A: -16	B: -2	C: -0.6	D: 11	E: -1	F: -14	G: 15	H: 4	I: 9	J: -15

COc1ccc(C(=O)CCC(=O)NCCc2ccccc2F)cc1
  A: 8	B: -1	C: -4.6	D: 5	E: -2	F: 4	G: 1	H: -1	I: 2	J: -1

O=C(NCc1cccs1)c1cnn2cccnc12
  A: -22	B: 3	C: 0.7	D: 0	E: -1	F: -5	G: 19	H: 3	I: 1	J: -19

CCOC(=O)c1ccc(-c2ccc(/C=N/NC(=O)CN(c3ccccc3Cl)S(C)(=O)=O)o2)cc1
  A: -7	B: 0	C: -0.9	D: -9	E: -4	F: -10	G: -32	H: 9	I: 6	J: 32

COc1ccc(-c2nnc(SCC(=O)Nc3cc(C)on3)n2N)cc1OC
  A: 5	B: -2	C: -0.7	D: -2	E: -6	F: 3	G: 8	H: 0	I: 6	J: -8

Part of the list above with just NSD2 inh and SR-BI DiI-HDL act:
Molecule	NSD2 inh	SR-BI DiI-HDL act
CCOC(=O)N1CCN(C(=O)COc2ccc(S(=O)(=O)Nc3ccc(OCC)cc3)cc2)CC1	-3	-33
Cc1ccc(C(=O)Oc2cc(-c3ccccc3)no2)cc1	-1	29
CC(=O)Nc1cc(-c2ccc(Cl)cc2)[nH]n1	-2	5

Further entries follow.
Short forms – A = PfHsp90 set2; B = NSD2 inh; C = CAL PDZ FP-1; D = Rtt109 HAT inh; E = CAL PDZ FP-2; F = PvdQ acylase; G = SR-BI DiI-HDL act; H = MITF TRPM1 HTS; I = dFosB act; J = SR-BI HDL uptake
CCOC(=O)[C@H]1[C@H]2COc3ccc(OC)cc3[C@@H]2N2C(=O)CN(Cc3ccco3)C(=O)[C@@]12C
  A: -16	B: /	C: -0.9	D: -1	E: 0	F: 11	G: -7	H: 8	I: 1	J: 8

CC1=NN(C(N)=S)C(=O)C1N=Nc1ccc(C)c(Br)c1 (stereo unspecified)
  A: -82	B: 3	C: 0.0	D: -7	E: 20	F: -13	G: -13	H: 59	I: -6	J: 13

CCN1CCN(C(=O)c2ccc3c(c2)S(=O)(=O)c2ccccc2C3=O)CC1
  A: 24	B: 13	C: -0.7	D: 4	E: /	F: -3	G: /	H: 1	I: -2	J: /

Cc1oc(/N=C/c2cccc([N+](=O)[O-])c2)c(C#N)c1C
  A: -6	B: 3	C: -1.2	D: 0	E: -2	F: -14	G: 0	H: /	I: -2	J: 0

CCS(=O)(=O)N1CCC(C(=O)Nc2cc(Cl)ccc2O)CC1
  A: /	B: -1	C: 0.7	D: -6	E: -2	F: 4	G: -2	H: /	I: 4	J: 2

COc1cc(NC(=O)c2ccc(C(=O)c3ccccc3)cc2)cc(OC)c1OC
  A: -47	B: -2	C: -0.3	D: 10	E: -1	F: -17	G: -11	H: 1	I: -4	J: 11

Cc1ccc(-n2c(O)c(C=Nc3ccccc3-c3n[nH]c(=S)[nH]c3=O)c3ccccc3c2=O)cc1C
  A: -18	B: 7	C: -8.5	D: 18	E: -5	F: 3	G: 1	H: -2	I: 4	J: -1

CCCCC(CCC(=O)Nc1cccc([N+](=O)[O-])c1)C(=O)O (stereo unspecified)
  A: -1	B: 0	C: -1.5	D: -5	E: -2	F: -4	G: /	H: -5	I: 0	J: /

Nc1c(C(=O)NCCN2CCOCC2)c2nc3ccccc3nc2n1-c1cccc(F)c1
  A: -3	B: -5	C: -1.6	D: i	E: -1	F: -4	G: 4	H: 23	I: 5	J: -4

O=C(CCSCc1cccc(F)c1)NCc1ccc(F)cc1
  A: 1	B: -2	C: 0.1	D: 4	E: 2	F: -9	G: -8	H: -4	I: -2	J: 8

Cc1ccn2cc(C(=O)N3CCN(c4cnn(-c5ccccc5)c(=O)c4Cl)CC3)nc2c1
  A: -13	B: 1	C: -1.1	D: 6	E: /	F: 4	G: -20	H: -8	I: -7	J: 20

CCn1c(COc2ccccc2)nnc1SCC(=O)Nc1ccc2c(c1)OCCO2
  A: -6	B: 4	C: -0.3	D: -7	E: -3	F: -1	G: 16	H: -1	I: -1	J: -16

CC(C)(C)c1ccc(/C=N/Nc2nncn2N)cc1
  A: 2	B: 0	C: 0.2	D: -9	E: -7	F: -17	G: 17	H: 14	I: -4	J: -17

CCN1CCN(Cc2ccc(NC(=O)c3ccc(C)c(NC(=O)C4=NN(c5ccccc5)C(=O)C4)c3)cc2C(F)(F)F)CC1
  A: 7	B: /	C: -0.4	D: -2	E: 0	F: -12	G: -44	H: -7	I: 66*	J: 44

O=C(CSc1ncnc2c1oc1ccccc12)NC1CCCC1
  A: -4	B: 20	C: -1.8	D: 2	E: 2	F: 12	G: 14	H: 19	I: -5	J: -14

COc1ccc(C(=O)Nc2nc(CC(=O)NCCc3ccccc3)cs2)cc1
  A: 32	B: 1	C: -4.0	D: 1	E: -4	F: -2	G: -42	H: 35	I: -10	J: 42

CC1CCN(CCc2nc3cc(NC(=O)C(C)C)ccc3n2C)CC1
  A: -26	B: 0	C: -0.1	D: 4	E: -1	F: -12	G: 15	H: -4	I: -6	J: -15

O=c1c2ccc([N+](=O)[O-])cc2ncn1Cc1ccccc1C(F)(F)F
  A: /	B: -3	C: -2.9	D: 11	E: -1	F: 5	G: -3	H: -7	I: -17	J: 3

Cc1ccc(-n2ncc3c2CC(C)(C)CC3NC(=O)CCc2ccc(=O)[nH]n2)cc1 (stereo unspecified)
  A: -9	B: -1	C: -1.2	D: 5	E: -3	F: 10	G: 1	H: 2	I: -3	J: -1

Cc1cccc(NC(=O)COC(=O)Cc2c[nH]c3ccccc23)c1C
  A: 5	B: 0	C: -1.1	D: ?	E: -4	F: 3	G: 4	H: -6	I: -2	J: -4

CCOC(=O)c1ccc(NC(=O)COc2ccccc2OC)cc1
  A: 6	B: -6	C: -1.1	D: -5	E: -1	F: -3	G: -17	H: 2	I: 13	J: 17
